DAX1 inh-1: NR0B1 (DAX1) inhibition; HEK293 Gal4-DAX1 luciferase reporter, luminescence; inhibition, % at 6.75 µM; 340,000 tested, 0.99% active; AID 504766;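 active = inhibition above the mean over all tested compounds plus 3 SD, cut at about 4.2% in these data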;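 also: 0% = DAX1-transfected cells with DMSO and 100% = empty-vector control cells with DMSO; inhibition shows as a rise in luminescence from relieved DAX1 repression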
ADAM10 inh: inhibitors of human ADAM10 | recombinant ADAM10, EDANS/DABCYL FRET peptide cleavage, 3 h | inhibition, % at 7 µM | AID 720582 | 370,000 tested, 0.62% active | O14672;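 active = inhibition above a per-campaign cutoff equal to the mean of compounds falling between control-based bounds plus 3 SD, cut at about 20% in these data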;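 also: 0% = DMSO wells while the 100% control is not disclosed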
HGIII-sPLA2 inh: Blocks human group III sPLA2 activity; 370,000 tested, 0.56% active; Q9NZ20; inhibition, % at 12.2 µM; QFRET BODIPY PC-A2 liposome hydrolysis, fluorescence;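 active = inhibition above mean plus 3 SD of compounds lying within the high and low control bounds, cut at about 19% in these data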;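 also: 0% = median of test compound wells and 100% = no enzyme DMSO wells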
ADAM17 inh: inhibits human ADAM17. AID 720648. recombinant ADAM17, EDANS/DABCYL FRET peptide cleavage. 370,000 tested, 0.83% active. inhibition, % at 6.95 µM. P78536;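 active = inhibition above the mean of compounds lying between control limits plus 3 SD, set per campaign, cut at about 8.5% in these data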;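 also: 0% = DMSO-only wells as the low control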
FXN GAA850 act: activators of GAA850 frataxin (FXN) promoter. HEK293 lucGAA850 FXN promoter luciferase reporter, 24 h; percent of 10 µM SAHA response. activation, % at 6 µM. 360,000 tested, 0.56% active. AID 540364;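 active = activation above the average of all compounds screened plus 3 SD, cutoff fixed separately per campaign, cut at about 7.5% in these data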;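 also: 0% = DMSO wells and 100% = 10 µM SAHA wells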
PLCb3 inh: inhibitors of human phospholipase C beta3 | Q01970 | Purified PLC-beta3, fluorogenic substrate, fluorescence | inhibition, % at 12.2 µM | 370,000 tested, 0.18% active | AID 720704; in the data active = inhibition above about 11%;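 also: 0% = median of compound wells on plate and 100% = full blocker control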
hcDAF-12 act: H. contortus DAF-12 activation, primary screen; HEK293 hcDAF-12 lit1-tk-luc reporter, luminescence; 0% DMSO, 100% Δ7-dafachronic acid; 370,000 tested, 1.4% active; activation, % at 6.8 µM;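 active = activation above the mean of all tested compounds plus 3 SD, cut at about 5.5% in these data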;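 also: 100% = response to 3 µM Δ7-dafachronic acid high control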
hgDAF-12 ag: agonists of H. glycines DAF-12 nuclear receptor | HEK293 GAL4-hgDAF12 UAS-luciferase reporter, agonist luminescence; normalized to butyrate control | AID 687014 | activation, % at 6.8 µM | 370,000 tested, 1.8% active;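 active = activation above a cutoff set at the mean of all screened compounds plus 3 SD, cut at about 10% in these data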;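 also: 0% = DMSO wells and 100% = sodium butyrate wells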
ssDAF-12 act: activates DAF-12 receptor from parasite S. stercoralis. activation, % at 6.8 µM. HEK293 ssDAF-12/GRIP1 lit1-tk-luc reporter, luminescence; % of 3 µM dafachronic acid response. 370,000 tested, 1% active;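 active = activation above the mean over all tested compounds plus 3 SD, cut at about 0.9% in these data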;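 also: 0% = DMSO-only wells and 100% = 3 µM delta7-dafachronic acid wells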
PLCg1 inh: PLC-gamma1 (human) inhibition, primary screen. AID 720700. P19174. purified PLC-gamma1, fluorogenic substrate, fluorescence. inhibition, % at 12.2 µM. 370,000 tested, 0.84% active; in the data active = inhibition above about 9.5%
Target sequence (P19174 whole entry, looked up): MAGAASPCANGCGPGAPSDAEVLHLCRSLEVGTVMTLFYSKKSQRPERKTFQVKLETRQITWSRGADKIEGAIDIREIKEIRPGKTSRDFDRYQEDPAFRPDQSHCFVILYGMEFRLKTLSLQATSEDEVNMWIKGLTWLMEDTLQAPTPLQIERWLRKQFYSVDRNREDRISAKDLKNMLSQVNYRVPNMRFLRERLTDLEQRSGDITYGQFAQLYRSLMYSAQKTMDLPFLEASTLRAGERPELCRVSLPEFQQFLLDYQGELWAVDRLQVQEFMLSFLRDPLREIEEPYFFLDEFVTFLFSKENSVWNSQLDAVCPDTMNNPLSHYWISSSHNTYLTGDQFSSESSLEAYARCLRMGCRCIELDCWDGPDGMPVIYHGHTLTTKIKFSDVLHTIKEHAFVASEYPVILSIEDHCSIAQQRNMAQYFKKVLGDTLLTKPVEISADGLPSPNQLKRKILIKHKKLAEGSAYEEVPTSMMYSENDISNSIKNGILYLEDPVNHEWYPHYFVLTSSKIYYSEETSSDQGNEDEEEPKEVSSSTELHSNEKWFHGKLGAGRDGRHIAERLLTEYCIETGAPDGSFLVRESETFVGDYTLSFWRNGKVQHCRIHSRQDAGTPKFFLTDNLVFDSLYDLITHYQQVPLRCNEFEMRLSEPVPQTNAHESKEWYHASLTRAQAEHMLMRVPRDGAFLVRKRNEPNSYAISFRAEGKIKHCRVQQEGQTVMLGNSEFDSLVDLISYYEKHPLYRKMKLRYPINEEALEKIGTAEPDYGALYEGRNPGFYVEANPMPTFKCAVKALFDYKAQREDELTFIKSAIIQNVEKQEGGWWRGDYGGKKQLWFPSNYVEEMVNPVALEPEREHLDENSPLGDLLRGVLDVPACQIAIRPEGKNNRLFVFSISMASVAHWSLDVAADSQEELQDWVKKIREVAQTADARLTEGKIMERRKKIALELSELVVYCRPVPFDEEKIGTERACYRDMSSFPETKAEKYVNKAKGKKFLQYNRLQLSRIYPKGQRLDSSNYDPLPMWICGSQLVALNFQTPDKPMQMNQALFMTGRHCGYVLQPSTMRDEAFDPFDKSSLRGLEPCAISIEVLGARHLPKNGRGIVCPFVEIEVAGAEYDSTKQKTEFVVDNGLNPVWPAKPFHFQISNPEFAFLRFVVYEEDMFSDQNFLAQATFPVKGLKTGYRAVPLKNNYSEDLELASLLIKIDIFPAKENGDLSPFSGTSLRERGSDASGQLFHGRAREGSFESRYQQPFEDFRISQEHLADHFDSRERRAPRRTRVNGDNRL
DAX1 inh-2: blocks DAX1 repression of SF-1 activated StAR promoter; 370,000 tested, 1.1% active; HEK293T StAR-luciferase reporter, SF-1/DAX-1 repression relief; inhibition, % at 6.8 µM; AID 652010;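 active = inhibition above the mean over all tested compounds plus 3 SD, cut at about 3.6% in these data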;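 also: 0% = DAX-1 cells with DMSO and 100% = cells lacking DAX-1 with DMSO; higher inhibition means more luminescence from relief of DAX-1 repression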
An asterisk follows results filed as active; i = inactive; x = no result given.

SMILES	DAX1 inh-1	ADAM10 inh	HGIII-sPLA2 inh	ADAM17 inh	FXN GAA850 act	PLCb3 inh	hcDAF-12 act	hgDAF-12 ag	ssDAF-12 act	PLCg1 inh	DAX1 inh-2
Cc1ccc(-n2ncc3c(NNC(=O)Cc4ccccc4)ncnc32)cc1	-0.7	-3	-11	-3	5.5	2	1.2	4.9	-0.8	-1	0.0
O=C1CC(c2cccs2)c2cc3c(cc2N1)OCO3 (stereo unspecified)	0.7	-14	10	-3	-1.8	-6	0.1	-2.6	-1.3	-3	0.3
Cc1cccc(C)c1NC(=O)CCS(=O)(=O)c1cccc2nsnc12	0.7	6	0	2	-2.6	2	0.2	2.1	-0.3	3	0.6
CCn1cc(C(=O)N2CCN(c3ccc([N+](=O)[O-])cc3)CC2)c(=O)c2ccc(C)nc21	0.1	2	-1	2	-0.7	3	-1.6	-2.8	-2.4	2	-0.3
CCS(=O)(=O)Nc1cccc(C(=O)CC2(O)C(=O)Nc3ccccc32)c1 (stereo unspecified)	0.4	5	7	2	0.2	4	-0.1	-0.5	-0.9	6	-0.3
CC(C)Oc1ccc(C(CC(=O)O)NC(=O)c2cccs2)cc1 (stereo unspecified)	0.7	-8	-3	-4	0.8	-3	-0.2	1.5	-0.5	1	-0.3
CCOc1ccc2nc(N3CCCC(C(=O)N4CCN(CC)CC4)C3)sc2c1 (stereo unspecified)	1.7	-11	-1	-4	-1.3	3	1.1	7.4	-1.4	-1	0.3
O=C(N[C@H](C(=O)N1CCC[C@H]1C(=O)NC1CCCC1)C1CCCCC1)C1CCCC1	x	-6	1	-2	x	4	-1.0	1.4	-1.2	3	-0.3
COc1cc(-c2cc(NC=O)c3ncc(-c4cccc(C(=O)N(C)C)c4)n3c2)cc(OC)c1OC	x	-19	2	-3	0.8	-23	-0.7	-1.4	-1.7	-22	-1.1
CCC(C)NC(=O)Cn1nc(C(F)(F)F)c2c1CCCC2 (stereo unspecified)	0.2	12	0	-2	-0.5	3	-0.4	0.6	-1.1	-1	-0.8
COCCCNC(=O)Cn1cnc2sc(C)c(S(=O)(=O)N3CCN(c4ncccn4)CC3)c2c1=O	-0.2	1	-5	1	0.9	-5	-1.1	3.7	-0.9	-3	0.0
Cc1ccccc1NC(=S)N(Cc1cccs1)C1CCCCC1	-0.1	5	0	-2	1.8	3	-0.8	0.6	-0.6	1	0.0
CCN(c1cccc(C)c1)S(=O)(=O)c1ccc2c(c1)oc(=O)n2C	1.7	3	-1	1	0.9	-2	-1.5	-3.0	-0.7	-6	0.1
COc1cc(OC)cc(-c2nnc(SCc3cccc(C(=O)O)c3)o2)c1	0.1	-4	-12	-2	-2.8	-1	-1.1	-3.5	-1.9	-1	-0.8
O=c1c(C(c2ccc(Cl)cc2)c2c(O)nc3n(c2=O)CCS3)c(O)nc2n1CCS2	0.3	1	1	-2	0.8	5	-0.1	1.7	-1.6	3	-0.4

Single entries from above:
Cc1ccc(-n2ncc3c(NNC(=O)Cc4ccccc4)ncnc32)cc1 @ ADAM10 inh: -3
Cc1cccc(C)c1NC(=O)CCS(=O)(=O)c1cccc2nsnc12 @ ADAM17 inh: 2
Cc1ccccc1NC(=S)N(Cc1cccs1)C1CCCCC1 @ ADAM10 inh: 5
O=C(N[C@H](C(=O)N1CCC[C@H]1C(=O)NC1CCCC1)C1CCCCC1)C1CCCC1 @ DAX1 inh-2: -0.3
CC(C)Oc1ccc(C(CC(=O)O)NC(=O)c2cccs2)cc1 (stereo unspecified) @ PLCg1 inh: 1

Additional records
SMILES	DAX1 inh-1	ADAM10 inh	HGIII-sPLA2 inh	ADAM17 inh	FXN GAA850 act	PLCb3 inh	hcDAF-12 act	hgDAF-12 ag	ssDAF-12 act	PLCg1 inh	DAX1 inh-2
CC(C)C[C@H](NC(=O)N1CCCCCC1)C(=O)O	0.4	-6	-1	-3	-2.3	-4	-0.6	5.2	-0.9	1	0.2
CCOC(=O)C1=C(COC(=O)c2cccc(NC(C)=O)c2)NC(=O)NC1C (stereo unspecified)	0.4	0	-2	-4	-0.2	-3	-1.7	-1.9	-1.0	-1	-1.3
CCN(CC)S(=O)(=O)c1ccc(N(C)C)c(NC(=O)C2CCCC2)c1	0.0	3	6	1	-0.1	-4	-1.4	0.0	-1.0	3	-0.6
CC1=Nc2cc(C(=O)NCCCN3CCN(C)CC3)ccc2Sc2ccc(C)cc21	0.3	-3	0	-2	1.8	-12	-0.1	0.8	-0.8	0	0.0
COc1ccc(NC(=O)C2C3C=CC(C3)C2C(=O)O)cc1 (stereo unspecified)	2.1	1	3	-3	0.0	-6	-1.8	-2.1	-1.5	2	-0.2
CCc1ccc(/C=C2\SC(=S)N(CCCC(=O)N3CCN(C)CC3)C2=O)cc1	1.9	-1	-7	5	-4.7	-3	-3.9	-5.8	-1.7	0	-0.1
CN(C(=S)NC(=O)CCCOc1ccc(Cl)cc1Cl)c1ccccc1	-0.6	2	-6	-4	0.7	-3	0.2	-0.2	-0.4	-1	0.1
COc1ccc(S(=O)(=O)N2CCN(C(=O)NC3CCCCC3)CC2)cc1OC	0.1	3	6	-2	2.3	0	-0.7	-0.2	-1.4	0	-0.1
COc1cc(-c2nc3c4ccccc4nc(=S)n3[nH]2)cc(OC)c1OC	-0.2	3	5	2	-0.2	-1	-0.3	-2.0	-1.2	2	-0.1
Cc1nnsc1-c1nnc(SCC(=O)c2ccc(F)cc2)n1C1CC1	-0.5	-2	-17	0	-0.5	-1	-1.6	-2.2	-0.4	3	0.3
CC(C)NC(=S)N/N=C1\CCCCC1C1CCCCC1 (stereo unspecified)	1.2	2	10	2	-2.0	4	-0.6	-1.5	-1.8	-3	0.3
CC(C)(C)NC(=O)CN(C(=O)C(=O)Nc1ccc2c(c1)OCCO2)C1CCCC1	-1.5	0	12	-3	-1.3	-10	-2.3	0.7	-1.5	4	-0.1
COc1ccc(CN(C)C[C@@H]2OCc3cnnn3CCCC(=O)N([C@H](C)CO)C[C@H]2C)cc1	0.4	-2	10	0	-0.4	5	-1.8	-0.5	-1.1	2	1.2
CCN(CC)C(=O)Cn1cc(C(=O)C(=O)Nc2ccc3c(c2)OCO3)c2ccccc21	1.1	10	-5	5	0.3	-1	-0.2	3.2	-1.2	4	-0.1
COc1ccc(C(=O)OCC(=O)NCCCc2ccccc2)c(OC)c1	-0.3	4	-1	-3	1.1	-7	-0.7	-0.4	-1.5	1	-0.1
O=C(O)C1(P(=O)(c2ccc(Cl)cc2)c2ccc(Cl)cc2)CC1	-0.3	-1	2	-1	2.7	3	0.7	-2.5	-1.4	0	-0.2
Cc1ccc(OCCCC(=O)ON=C(N)c2ccccc2C)cc1	0.2	-7	1	-2	1.4	-4	0.9	0.5	-1.7	0	-1.0
Cc1ccn2c(C(=O)NN=C3CCCCCCC3)c(C)nc2c1	-0.2	-11	8	-3	2.3	-7	-1.0	-3.1	-0.5	5	-0.5
COCCOC(=O)C1=C(C)OC(N)=C(C#N)C1c1ccc2c(c1)OCO2 (stereo unspecified)	0.3	-15	0	-8	1.8	-17	-2.3	0.2	-1.3	-11	-0.1
Cc1ccc(NC(=O)CCN2C(=O)NC3(CCCC3)C2=O)cc1	-0.1	4	10	-2	-0.3	0	1.0	-2.5	-1.1	2	1.5
COc1ccccc1CC(=O)Nc1cccc(C(=O)Nc2nccs2)c1	-0.6	0	0	1	1.1	-5	0.1	-0.7	-1.5	2	-0.8
Cc1ccc(C(=O)N2CCN(c3ccc(NC(=O)Cc4ccccc4)cc3)CC2)cc1	-0.1	-2	-8	-3	-0.7	-5	-1.3	-2.7	-0.9	-2	-3.2
NNC(=O)c1ccc(Oc2cc(Cl)cc(Cl)c2)o1	4.3*	3	1	-2	0.7	-6	-0.7	-0.5	0.0	0	0.4
COc1cc(S(=O)(=O)N2CCC(C(N)=O)CC2)c(C)cc1C	0.6	-2	1	-2	0.6	-10	0.0	0.9	-0.7	0	-0.1
CSc1ncc(C(=O)Nc2cccc(C)c2C)c(C)n1	-1.1	-6	-1	-5	2.3	-1	-2.2	-1.9	-1.4	-3	-0.1
CC1=CC(C)(C)Nc2ccc(Cc3ccc4c(c3)C(C)=CC(C)(C)N4)cc21	0.4	-10	-1	-6	0.1	-63	0.4	-3.0	-0.5	-43	-0.1
CCCCCCC12Cc3cc(OC)c(OC)cc3C(O1)C1=C(O2)C(C)(C)CCC1=O (stereo unspecified)	x	-11	-17	-2	x	-7	-1.6	-0.2	-1.5	-6	0.4
CCOC(=O)Cc1csc(NC(=S)NC(=O)c2ccccc2Br)n1	-0.5	-5	16	1	3.4	-3	-1.9	0.1	-1.4	1	0.4
C=C(C)Cn1c(SCC(=O)N/N=C/c2ccccc2OCC(=O)O)nnc1-c1ccc(Br)cc1	0.0	-6	-8	-5	-0.5	-10	-0.4	1.5	-1.6	1	0.2
CN(Cc1ccco1)C(=O)Cn1ncc2c([nH]c3ccccc32)c1=O	-0.2	-13	4	-5	0.4	-8	-0.2	-1.3	-0.8	0	1.4
CCc1cccc2c(/C=N/NC(=O)c3cccc(S(=O)(=O)Nc4ccccc4Cl)c3)c[nH]c12	-1.1	5	-41	3	-0.1	-140	2.2	5.1	0.6	-112	1.4
O=C(CCNS(=O)(=O)c1ccc(Cl)cc1)OCC(=O)N1CCN(C(=O)c2ccco2)CC1	0.3	-9	4	-3	1.3	2	0.0	3.8	-0.3	-1	-0.4
Cc1cnc(C(=O)OCC(=O)c2c(N)n(CC(C)C)c(=O)n(C)c2=O)cn1	1.3	-6	-5	-2	0.5	-8	-0.8	1.5	-1.3	-5	-1.4
Cc1ccc(NC(=O)CSc2nnc(-c3ccc(S(=O)(=O)N4CCCC4)cc3)o2)cc1C	-1.2	-7	7	2	-1.1	3	-2.5	-0.7	-0.9	12*	0.1
Cc1ccn2c(NC(C)(C)C)c(-c3cccs3)nc2c1	-1.4	i	10	-363	4.0	i	-0.5	-1.1	-1.2	i	-0.2
CCOCCCNC(=O)c1cc(C)nn1-c1ccccc1	0.7	13	-1	0	1.1	1	2.0	-4.5	-1.7	3	0.2
CCCN1C(=O)C2C(C(=O)Nc3cccc(OC)c3)C3C=CC2(O3)C1C(=O)NC1CCCCC1 (stereo unspecified)	-0.9	-4	4	-6	-0.5	0	-0.7	-1.4	-0.7	2	-0.2
O=C(c1cccs1)N1CCN(S(=O)(=O)N2CCCCC2)CC1	1.0	6	4	-3	-0.4	4	-0.4	0.8	-0.9	1	-0.3

Of the compounds above, 2 contain a tert-butyl group.
SMILES	DAX1 inh-1	ADAM10 inh	HGIII-sPLA2 inh	ADAM17 inh	FXN GAA850 act	PLCb3 inh	hcDAF-12 act	hgDAF-12 ag	ssDAF-12 act	PLCg1 inh	DAX1 inh-2
CC(C)(C)NC(=O)CN(C(=O)C(=O)Nc1ccc2c(c1)OCCO2)C1CCCC1	-1.5	0	12	-3	-1.3	-10	-2.3	0.7	-1.5	4	-0.1
Cc1ccn2c(NC(C)(C)C)c(-c3cccs3)nc2c1	-1.4	i	10	-363	4.0	i	-0.5	-1.1	-1.2	i	-0.2

Screens from PubChem BioAssay.
